DDE Tn6 FP inh = inhibitors of Tn6 peptide binding to fibrin DD(E), primary screen, biochemical, fluorescence polarization, human fibrin, Tn6 probe. Fibrinogen beta chain (Homo sapiens), P02675. Fibrin DD(E) TRITC-Tn6 fluorescence polarization displacement. inhibition, % at 8.3 µM. 370,000 compounds, 0.21% hits. AID 720509, 2013;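 active = inhibition above a per-campaign cutoff: mean of compounds within control limits plus 3 SD, cut at about 15% in these data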;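 note: 0% = median of all compound wells on the plate and 100% = blocking peptide control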
proKLK7 act = proKLK7 zymogen activators, primary screen, biochemical, fluorescence intensity. Kallikrein-7 (Homo sapiens), P49862. purified proKLK7, EDANS-DABCYL substrate fluorescence; 100% is mature enzyme control, 0% vehicle. activation, % at 7 µM. 370,000 compounds, 0.9% hits;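 active = activation above the mean of all tested compounds plus 3 SD, computed per campaign excluding outliers beyond control limits, cut at about 13% in these data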
ARFGAP1 inhibitor = inhibitors of rat ARFGAP1 GAP activity, primary screen, biochemical, fluorescence polarization, GDP tracer | ADP-ribosylation factor GTPase-activating protein 1 (Rattus norvegicus), Q62848 | Arfgap1-stimulated ARF1 GTP hydrolysis, GDP FP detection | inhibition, % at 16.5 µM | 360,000 compounds, 0.26% hits;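 active = inhibition above a per-plate limit, mean inhibition of low control wells plus 3 SD, cut at about 25% in these data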;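 note: 0% = DMSO wells with enzyme and 100% = wells lacking Arfgap1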
Target sequence (Q62848 1-136 limits assumed): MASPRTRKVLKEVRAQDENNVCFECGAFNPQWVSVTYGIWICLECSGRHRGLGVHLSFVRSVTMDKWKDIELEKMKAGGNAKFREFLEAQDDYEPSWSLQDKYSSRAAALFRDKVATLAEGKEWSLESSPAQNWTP
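Assay system: Rat Arfgap1 GAP domain (His6, aa 1-136), purified enzyme | Buffer or medium: HEPES 25 mM pH 7.5, NaCl 150 mM, MgCl2, DTT | Schedule: GTP hydrolysis reaction 2 h at 25 °C | Signal: FP of antibody-bound GDP Alexa 633 tracer, ex 620/em 688 nm | Measure: Percent inhibition of Arfgap1-stimulated GTP hydrolysis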
GAA850 FXN act = FXN promoter activators, primary screen, cell-based, luciferase luminescence, HEK293 lucGAA850. activation, % at 6 µM. 360,000 compounds, 0.56% hits. HEK293 lucGAA850 FXN promoter luciferase reporter, 24 h; percent of 10 µM SAHA response. AID 540364, 2011;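 active = activation above the average of all compounds screened plus 3 SD, cutoff fixed separately per campaign, cut at about 7.5% in these data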;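 note: 0% = DMSO wells and 100% = 10 µM SAHA wells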
rCAG RNA binder = binders of r(CAG) RNA repeats, primary screen, biochemical, fluorescence; r(CAG) RNA repeat, TO-PRO-1 dye displacement fluorescence; inhibition, % at 3 µM; 370,000 compounds, 1.3% hits; AID 651821, 2012;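 active = inhibition above the plate cutoff, the mean of all test compounds on that plate plus 3 SD, cut at about 35% in these data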;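 note: 0% = DMSO alone and 100% = 100 µM mitoxantrone as full dye displacement; higher means more dye released from RNA so lower well fluorescence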
ASAP1 GAP inh = inhibitors of human ASAP1 ArfGAP activity, primary screen, biochemical, fluorescence polarization; Arf-GAP with SH3 domain, ANK repeat and PH domain-containing protein 1 (Homo sapiens), …; ASAP1-stimulated ARF1 GTP hydrolysis, GDP FP detection; inhibition, % at 16.5 µM; 360,000 compounds, 0.19% hits; AID 624377, 2012; in the data active = inhibition above about 25%;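 note: 0% = vehicle with enzyme and substrate and 100% = no enzyme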
Target sequence (Q9ULH1 325-724 limits assumed): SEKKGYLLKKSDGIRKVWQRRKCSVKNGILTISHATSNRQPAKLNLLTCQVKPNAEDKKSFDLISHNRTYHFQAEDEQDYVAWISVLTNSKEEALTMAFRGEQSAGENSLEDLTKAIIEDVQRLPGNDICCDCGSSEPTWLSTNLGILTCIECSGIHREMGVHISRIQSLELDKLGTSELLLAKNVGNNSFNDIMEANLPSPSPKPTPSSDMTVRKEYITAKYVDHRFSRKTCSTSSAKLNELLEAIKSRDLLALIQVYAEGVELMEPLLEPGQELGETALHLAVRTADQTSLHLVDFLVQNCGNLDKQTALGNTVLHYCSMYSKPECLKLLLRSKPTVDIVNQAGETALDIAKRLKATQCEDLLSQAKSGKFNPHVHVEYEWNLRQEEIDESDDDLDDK
ADAM10 inh = human ADAM10 inhibitors, primary screen, biochemical, QFRET, HTS | recombinant ADAM10, EDANS/DABCYL FRET peptide cleavage, 3 h | inhibition, % at 7 µM | 370,000 compounds, 0.62% hits;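 active = inhibition above a per-campaign cutoff equal to the mean of compounds falling between control-based bounds plus 3 SD, cut at about 20% in these data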;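 note: 0% = DMSO wells while the 100% control is not disclosed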
GC-B act = human GC-B receptor activators, primary screen, HEK293 GC-B cells, cGMP TR-FRET, EC30 CNP; Atrial natriuretic peptide receptor 2 (Homo sapiens), P20594; 0% at EC30 CNP, 100% saturating CNP; activation, % at 10 µM; 370,000 compounds, 0.11% hits; AID 1920062, 2024;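 active = activation at 10 µM reaching about 35% in either raw or pattern-adjusted values, limit read from the data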
GC-A act = GC-A stimulated cGMP production enhancers – HEK293 GC-A cells, cGMP TR-FRET, EC30 ANP, primary screen. activation, % at 10 µM. 0% at EC30 ANP, 100% saturating ANP. 370,000 compounds, 0.14% hits. AID 1671463, 2021; in the data active = activation above about 40%
HGIII-sPLA2 inh = human group III sPLA2 inhibitors, primary screen, biochemical, QFRET, BODIPY PC-A2 liposome substrate; QFRET BODIPY PC-A2 liposome hydrolysis, fluorescence; inhibition, % at 12.2 µM; 370,000 compounds, 0.56% hits;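 active = inhibition above mean plus 3 SD of compounds lying within the high and low control bounds, cut at about 19% in these data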;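 note: 0% = median of test compound wells and 100% = no enzyme DMSO wells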
Target sequence (Q9NZ20 whole entry, looked up): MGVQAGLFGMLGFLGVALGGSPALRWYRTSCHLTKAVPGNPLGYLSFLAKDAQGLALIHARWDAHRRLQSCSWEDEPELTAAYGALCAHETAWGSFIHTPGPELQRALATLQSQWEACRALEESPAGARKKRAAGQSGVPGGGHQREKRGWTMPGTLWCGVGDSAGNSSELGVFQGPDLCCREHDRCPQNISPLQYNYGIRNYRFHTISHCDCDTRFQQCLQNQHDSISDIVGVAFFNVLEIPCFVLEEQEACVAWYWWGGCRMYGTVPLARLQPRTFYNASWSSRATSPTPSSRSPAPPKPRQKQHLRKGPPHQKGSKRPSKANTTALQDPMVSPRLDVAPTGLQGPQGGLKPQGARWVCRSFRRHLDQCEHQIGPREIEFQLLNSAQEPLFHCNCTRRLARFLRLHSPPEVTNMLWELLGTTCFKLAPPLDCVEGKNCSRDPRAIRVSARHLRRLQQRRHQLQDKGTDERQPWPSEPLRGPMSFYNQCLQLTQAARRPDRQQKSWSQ
Numbers without * were called inactive; & = joins results of further samples. An unsorted share of the library; overall some 4.5% were active at least once.

SMILES	DDE Tn6 FP inh	proKLK7 act	ARFGAP1 inhibitor	GAA850 FXN act	rCAG RNA binder	ASAP1 GAP inh	ADAM10 inh	GC-B act	GC-A act	HGIII-sPLA2 inh
CCC(Sc1nc(N)c(NC(=O)c2ccco2)c(=O)[nH]1)C(=O)O (configuration not stated)	5	-0.4	-7	-0.8	-1	-10	4	4	1	3
O=C(Nc1nccs1)c1ccc(-c2ccc(F)cc2)o1	-2	-0.5	1	1.9	2	-2	-2	2	5	-2
CCOC(=O)c1cnc(-c2ccccc2)nc1Oc1ccc(Cl)cc1	-3	-0.3	-2	-1.4	1	-8	7	-5	-4	5
COc1cccc(Oc2c(C)oc3c(CN4CCOCC4)c(O)ccc3c2=O)c1	11	31*	4	-0.1	3	9	-493	0	1	6
C#CCOCCOCCOCCNc1nc(N2CCN(C(=O)Cn3cc(CC(C)O)nn3)CC2)nc(N2CCN(C(=O)[C@H](CCCCN)n3cc(CCCC)nn3)CC2)n1 (some centres not stated)	6	-0.1	8	-0.4	-2	1	-2	3	3	4
O=C(NCc1ccccn1)Nc1ccc(F)cc1F	6	0.3	6	1.8	1	12	-1	0	-3	15
CC(SCc1ccccc1)C(=O)N/N=C/c1ccc2c(c1)OCO2 (configuration not stated)	-1	0.2	3	-0.6	-4	-12	4	-2	1	-9
CC1CCN(C2=NC(=O)/C(=C/c3cn[nH]c3-c3ccccc3)S2)CC1	4	-0.1	6	2.0	4	3	-4	15	5	-9
CN(CC(=O)Nc1ccc(Cl)cc1)C(=O)CCC1CCCC1	-1	-0.2	-7	3.0	-1	0	2	1	2	4
CCc1c(C)nc2nc(SCc3ccccc3)[nH]n2c1=O	-1	-0.2	4	1.6	-1	-1	3	-9	-4	1
Cc1occc1C(=O)N/N=C/c1ccc[nH]1	-2	0.4	-5	2.8	1	0	-1	1	-2	-1
Cc1nn(CC(=O)Nc2ccc(Cl)c(S(=O)(=O)N(C)C)c2)c(C)c1[N+](=O)[O-]	4	0.2	-2	1.3	4	5	10	2	-8	-9
CCCN=C1N(C)C[C@@H]2[C@@H]3C(=O)N(Cc4ccccc4)C(=O)[C@@H]3[C@](Cc3ccccc3)(C(=O)OC)N12	3	0.0	1	-1.5	1	-2	9	-4	-3	-4
COc1cc(/C=N/Nc2nc(N3CCCC3)nc(N3CCCC3)n2)ccc1O	4	-4.6	-1	3.9	-4	-1	-22	4	6	0
CC(C)C(NC(=O)c1ccccc1F)C(=O)NCc1ccccc1 (configuration not stated)	-7	-0.8	3	1.1	0	-1	8	3	3	-1
COc1ccc(N2C(=O)c3ccccc3NC2c2ccccc2O)cc1 (configuration not stated)	3	1.6	8	-0.7	4	-1	-90	-2	-15	13
COc1cccc(C(=O)Nc2nc(-c3ccccc3)c(-c3ccccc3)o2)c1	2	-2.7	2	0.6	5	9	-6	-11	-4	-8
CC(C)CC1(C)NC(=O)N(CC(=O)Nc2cccc(S(=O)(=O)N(C)c3ccccc3)c2)C1=O (configuration not stated)	0	0.2	-7	1.6	0	-2	-9	4	1	-18
CCC(C)C(NC(=O)c1ccc(Cl)cc1)C(=O)Nc1cccnc1 (configuration not stated)	-8	0.8	5	-1.4	0	13	-9	-2	-1	2
NC(=O)c1nsc(C(=O)N(c2cccc(O)c2)C(C(=O)NC2CCCC2)c2ccc(Cl)cc2)c1N (configuration not stated)	0	-0.3	3	0.2	-3	5	-55	-3	-7	-10
Cc1cccc(C)c1OCCOCCN1CCN(C)CC1	3&3	-0.4&0.2	7&-2	0.9&2.5	-3&-4	-10&-14	-14&3	1&5	-2&3	11&7
S=C1NCC(c2ccccc2)S1 (configuration not stated)	1	-0.4	1	0.0	4	-2	-4	2	-1	5
CCOC(=O)C1CCCN(C(=O)c2ccc(Cl)c(S(=O)(=O)N3CCCCCC3)c2)C1 (configuration not stated)	1	0.9	-15	-0.6	-7	4	-6	6	1	-2
CCN(CC(=O)NCc1cccs1)C(=O)C1CC(=O)N(c2ccc(OC)cc2OC)C1 (configuration not stated)	1	0.6	17	-0.6	-8	10	-4	2	0	7
N[C@@H](Cc1ccc(O)cc1)c1nnc([C@H](CCC(=O)O)NC(=O)C2CCNCC2)o1	-3	0.3	-4	-0.6	2	6	-1	6	2	2
COc1cc2c(C)nc(C)c(C#N)c2cc1OC	10	-0.6	-9	4.2	-8	-15	-31	-4	5	-5
COc1ccccc1NC(=O)Nc1ccc(CC#N)cc1	0	0.1	-4	2.6	4	-16	0	-7	1	-7
O=C1CSC(c2ccc(Cl)cc2)N1c1cccnc1 (configuration not stated)	0	-0.2	-7	-1.8	-5	3	-3	-5	0	-4
Cc1ccc(S(=O)(=O)N2CCOCC2)cc1NC(=O)COC(=O)c1ccc(Br)o1	-5	-0.5	-19	-0.2	4	1	-18	1	0	12
Cc1cccc(OCC(=O)NC(Cc2ccccc2)C(=O)O)c1 (configuration not stated)	1	-0.5	5	0.1	2	-5	5	0	-1	0
O=C(CN(c1ccccc1F)S(=O)(=O)c1ccccc1)N1CCCCCC1	3	-0.2	11	-0.2	0	5	1	-4	-5	2
COc1cc(NC(=O)C2CCN(S(=O)(=O)c3cccs3)CC2)c(C(=O)O)cc1OC	2	0.3	-9	-1.0	12	10	-2	0	1	-8
CC1CC(=O)C=C(O)C1C(=O)OC(C)(C)C (configuration not stated)	2	0.9	-11	2.4	4	-9	9	-5	1	4
CN1CCN(CCC(=O)N/N=C/c2cc3c(cc2[N+](=O)[O-])OCO3)CC1	-4	-0.2	11	0.8	2	1	-26	0	-2	-4
COC(=O)c1ccc(NC(=O)Cn2nc(C)c3ccccc3c2=O)cc1	0	0.5	3	-1.7	-3	-6	2	-5	-1	7
COC(=O)CSc1nc2c(c(=O)n(C)c(=O)n2C)n1CCCc1ccccc1	5	0.5	10	-2.4	1	6	8	-3	6	0
Cc1c(Cl)cccc1NC(=O)CCC(=O)N/N=C/c1ccc[nH]1	4	0.4	-11	-3.9	3	-12	-1	3	-4	-2
CNC(=O)CCn1nc(-c2ccccc2)c2ccccc2c1=O	-6	0.2	-4	-0.1	0	-4	-8	-5	-2	-3
Cc1cc(C)cc(NC(=O)CN(Cc2ccccc2)S(C)(=O)=O)c1	2	0.5	-13	-1.8	-4	-2	3	0	-2	-13
CCC(C)C(=O)N1CCCC(c2nc(-c3cccs3)no2)C1 (configuration not stated)	-2	-0.1	-9	2.5	-3	18	-2	-3	5	10
O=C(CC1Oc2ccccc2NC1=O)NCCCN1CCOCC1 (configuration not stated)	2	0.4	2	0.9	1	-10	-10	-3	2	-2
COc1cccc(/C=C/C(=O)NCc2cn3cc(Cl)ccc3n2)c1OC	-2	-0.6	-2	-1.0	-3	0	-41	-1	-1	2
Cc1nc(Nc2ccc(S(N)(=O)=O)cc2)sc1C(=O)Nc1ccccc1	6	-0.5	8	1.4	8	4	-3	6	-3	-21
Clc1cccc(/C(Cc2nc3ccccc3[nH]2)=N\Nc2ccccc2)c1	-8	-0.4	10	6.3	12	2	-11	-9	-5	-3
CC12CC3(C)CC(C)(C1)CC(C(=O)NC(=S)NC(C)(C)C)(C2)C3	7	0.3	9	0.9	-1	-3	5	-3	-9	1
COCCNc1nnnc2c1sc1nc(N3CCOCC3)c3c(c12)CC(C)(C)OC3	-1	0.3	7	4.3	-5	-29	-6	28	29	2
COc1ccc(/C=c2\sc3nc(-c4ccccc4OC)nn3c2=O)c(OC)c1	3	-0.3	5	2.0	10	-3	6	4	6	-6
O=C(Nc1ccc(Br)cc1)NC1CCCCCCC1	-8	0.0	-3	3.1	-1	6	4	-2	4	-3
CC(=O)Nc1ccc(S(=O)(=O)NCC(=O)OCC(=O)N2CCc3ccccc32)cc1	-4	-0.1	4	0.2	12	1	7	-1	1	2
COc1cnc(-c2ccccn2)nc1Sc1cccc(Cl)c1	-7	0.0	6	-1.3	2	3	10	-9	-19	13
Further entries.
SMILES	DDE Tn6 FP inh	proKLK7 act	ARFGAP1 inhibitor	GAA850 FXN act	rCAG RNA binder	ASAP1 GAP inh	ADAM10 inh	GC-B act	GC-A act	HGIII-sPLA2 inh
COc1ccc(CSC(=N)N)cc1[N+](=O)[O-]	-9	-0.5	5	1.1	0	-12	4	-5	-9	8
CN(C)c1ccc(/C=N/N=C2/NC(=O)/C(=C/c3ccc([N+](=O)[O-])cc3)S2)cc1	2	-0.2	-3	-10	21	3	-7	-2	-1	-11
NNC(=O)c1sc(-c2ccc(Cl)cc2)cc1N	12	-1.4	11	-0.2	11	8	-55	-4	24	2
COc1cccc(CNC(=O)COC(=O)c2ccc(N3CCCC3=O)cc2)c1	4	-0.1	2	0.4	-1	9	-10	-1	0	8
COc1ccc(CNC(=O)C2CCN(C(=O)c3ccco3)CC2)cc1	5	0.0	10	0.1	0	-1	10	3	-2	5
O=C(C1Cc2ccccc2CN1C(=O)c1ccccc1)N1CCN(c2ccccc2)CC1 (configuration not stated)	-1	-0.5	2	-0.5	-4	7	4	-1	-5	-1
CCN(CC)CCNC(=O)C1CCC(=O)N(c2ccc(OC)cc2)C1c1ccc(F)cc1 (configuration not stated)	6	0.5	-4	1.2	-2	3	-3	2	0	9
O=C(Nc1ccc([N+](=O)[O-])cc1)c1cc(Cl)sc1Cl	-3	-0.6	-5	0.6	3	14	-8	-3	7	3
Cc1ccc(OC(=O)c2cccc(S(=O)(=O)N3CCCC3)c2)c(-n2nc3ccccc3n2)c1	-3	-0.1	-2	3.9	3	-11	11	-7	1	-17
COc1ccc(OCC(=O)OCC(=O)NC2CCCC2)cc1	-9	0.2	-9	-0.3	3	4	0	-6	-4	3
O=C(Oc1ccc(OC(=O)c2ccncc2)cc1)c1ccncc1	-2	0.0	2	1.9	-4	-2	-2	1	4	11

From PubChem BioAssay
